Screening data from PubChem BioAssay.
Rtt109 Vps75 = C. albicans Rtt109 histone acetyltransferase inhibition. Q5AAJ8. purified Rtt109/Vps75, ThioGlo CoA-SH fluorescence, 4 h. inhibition, % at 34.9 µM. actives 0.16% (n = 330,000). AID 540336;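 active means inhibition of at least 50% in every replicate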
RTF Ca sens act = increases calcium sensitivity of human cardiac regulated thin filaments. IANBD-labeled TnC RTF fluorescence at EC20 calcium; 0% EC20 calcium, 100% full calcium. activation, % at 7.2 µM. actives 0.24% (n = 340,000). AID 493008;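 active means activation above the mean over all tested compounds plus 3 SD, cut at about 30% in these data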;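 further: rise in fluorescence read as greater calcium sensitivity of cardiac thin filaments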
LANA DNA inh = inhibitors of KSHV LANA C-terminal domain DNA binding | actives 0.078% (n = 340,000) | MBP-C-LANA/FAM-LBS DNA binding, fluorescence polarization | inhibition, % at 9 µM;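 active means highest replicate inhibition at or above 60% at 9 µM, even if other replicates fall short; inactive means all replicates below 60% inhibition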;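 further: 0% = neutral control wells and 100% = 4 µM acridine orange control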
PfHsp90 yeast 2 = growth inhibition of yeast expressing Plasmodium Hsp90. AID 504621. inhibition, % at 9.4 µM. actives 0.32% (n = 310,000). S. cerevisiae expressing PfHsp90, BacTiter-Glo ATP, 48 h; yeast lacking PDR1 and PDR3 efflux regulators;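 active means every replicate shows inhibition above about 80%, whatever the replicate mean, limit read from the data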;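 further: 0% = DMSO neutral controls and 100% = 20 µM radicicol positive controls; yeast relying on Plasmodium falciparum Hsp90 in place of its own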
RTF Ca sens inh = cardiac RTF calcium desensitization; IANBD-labeled cardiac RTF, Ca2+ fluorescence; inhibition, % at 7.15 µM; actives 0.12% (n = 340,000); AID 493244;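 active means inhibition above the mean inhibition of all tested compounds plus 3 SD, cut at about 17% in these data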;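 further: assay run at fixed EC70 calcium of 1.6 mM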
PvdQ inh = blocks Pseudomonas aeruginosa PvdQ acylase activity; inhibition, % at 10 µM; actives 0.063% (n = 340,000); purified PvdQ acylase, fluorescence plate reader; in the data active means inhibition above about 30%, passing the limit was not always enough;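 further: 0% = vehicle neutral wells and 100% = reference inhibitor wells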
dFosB activator = enhances mouse delta FosB homodimer DNA binding. purified delta FosB, TAMRA-CDK5 oligo fluorescence polarization; percent of positive-control signal above neutral wells. activation, % at 25 µM. actives 0.99% (n = 340,000);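 active means mean activation above about 17%, with every replicate also reaching it, limit read from the data, passing the limit was not always enough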;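 further: fluorescence polarization rise as delta FosB binds a TAMRA Cdk5 AP-1 oligo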
Target sequence (P13346 whole entry, looked up): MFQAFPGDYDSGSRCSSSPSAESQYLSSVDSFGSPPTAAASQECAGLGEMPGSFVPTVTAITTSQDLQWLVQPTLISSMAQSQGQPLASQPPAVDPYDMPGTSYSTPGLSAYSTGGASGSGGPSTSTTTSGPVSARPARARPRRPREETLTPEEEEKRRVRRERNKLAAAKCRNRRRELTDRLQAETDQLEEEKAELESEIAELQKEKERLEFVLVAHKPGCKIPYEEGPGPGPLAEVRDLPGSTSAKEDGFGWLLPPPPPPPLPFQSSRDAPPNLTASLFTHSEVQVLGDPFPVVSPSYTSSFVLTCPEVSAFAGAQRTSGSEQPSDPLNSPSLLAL
NSD2 HMT inh = blocks human histone methyltransferase NSD2. O96028. NSD2 peptide methylation, AlphaScreen, 120 min. inhibition, % at 12.5 µM. actives 0.54% (n = 310,000); in the data active means inhibition above about 50%
CDK5 inh = inhibitors of human CDK5/p35 kinase. Q00535+Q15078. Recombinant CDK5/p35, ADP-Glo luminescence, 60 min. inhibition, % at 10 µM. actives 0.01% (n = 330,000). AID 488839;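 active means highest replicate inhibition of at least 50% and at least 75% of replicates reaching 50%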;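 further: plate controls were DMSO neutral control for no effect and GW8510 at 10 µM for full effect; many of its hits are not listed in these tables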
Keap1-Nrf2 PPI = Keap1-Nrf2 (human) interaction inhibition; Q14145; Keap1 Kelch-Nrf2 peptide fluorescence polarization, 1536-well; inhibition, % at 9.4 µM; actives 0.15% (n = 340,000); in the data active means inhibition above about 12%;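 further: human Keap1 Kelch domain with fluorescein labeled Nrf2 9mer peptide probe; 0% = neutral control wells and 100% = peptide positive control; higher means more block of Keap1 binding to Nrf2 peptide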
Target sequence (Q14145 whole entry, looked up, the tested form may be a part): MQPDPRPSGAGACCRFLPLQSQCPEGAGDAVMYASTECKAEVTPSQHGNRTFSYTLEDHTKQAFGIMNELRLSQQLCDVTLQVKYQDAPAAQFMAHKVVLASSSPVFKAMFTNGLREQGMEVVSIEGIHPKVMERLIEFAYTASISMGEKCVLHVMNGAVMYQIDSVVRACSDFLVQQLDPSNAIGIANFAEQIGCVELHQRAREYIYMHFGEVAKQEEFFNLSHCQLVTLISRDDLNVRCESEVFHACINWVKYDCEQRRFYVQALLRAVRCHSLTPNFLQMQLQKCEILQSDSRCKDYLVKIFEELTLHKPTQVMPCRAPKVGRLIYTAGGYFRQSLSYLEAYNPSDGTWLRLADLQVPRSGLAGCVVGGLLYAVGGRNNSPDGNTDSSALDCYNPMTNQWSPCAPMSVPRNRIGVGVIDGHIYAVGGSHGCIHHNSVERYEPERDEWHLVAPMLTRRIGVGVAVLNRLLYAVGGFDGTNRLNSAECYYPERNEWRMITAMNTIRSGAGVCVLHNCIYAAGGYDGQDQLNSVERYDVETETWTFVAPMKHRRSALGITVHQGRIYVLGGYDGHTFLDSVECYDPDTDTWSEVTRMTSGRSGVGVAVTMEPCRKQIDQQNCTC
SUMO Mot1 rescue = blocks SUMOylation pathway, rescuing yeast Mot1-301 growth; S. cerevisiae Mot1-301 growth rescue, ATP luminescence, 38.5C; percent above DMSO median, 100 means doubled; growth rescue, % at 18.8 µM; actives 1% (n = 320,000);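 active means every valid replicate shows activation above 250% relative to neutral control wells; inactive means the rest, any valid replicate at or below 250%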;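 further: OY570 slx delta 5 strain wells were the positive control but not used for scaling; some compounds called inactive have numbers as strong as hits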
Active calls of the source: *; i = inactive; / = no result given.

SMILES	Rtt109 Vps75	RTF Ca sens act	LANA DNA inh	PfHsp90 yeast 2	RTF Ca sens inh	PvdQ inh	dFosB activator	NSD2 HMT inh	CDK5 inh	Keap1-Nrf2 PPI	SUMO Mot1 rescue
COc1ccc(CCNC(=O)CCc2cn(C)c3ccccc23)c(OC)c1OC	4	1	1.5	0	-2	-7	-5	0	0.6	1	17
COC(=O)Cn1c2nc3ccccc3nc2c2cccc(C)c21	-3	-1	0.7	-3	1	10	-19	-2	0.7	2	10
Cc1ccc(C)c(OCCC(=O)OCC(=O)Nc2ccc(Cl)cn2)c1	27	-4	0.6	/	-4	1	-9	0	0.1	3	-19
CCN(CC)Cc1nc2c(c(=O)[nH]1)C1(CCCC1)Cc1ccccc1-2	-3	-3	-1.5	/	-1	-13	-7	0	-0.3	2	4
Cc1ccn(CC(=O)N2N=C(C(F)F)CC2(O)C(F)F)n1 (centres undefined)	1	8	-1.8	-4	-8	-6	-1	-2	0.5	-3	-14
Cc1cc(NC(=O)COC(=O)C2CCC(=O)N2)c([N+](=O)[O-])cc1C (centres undefined)	2	-2	-0.3	/	-7	-13	8	9	1.2	-2	11
O=C(c1ccccc1[N+](=O)[O-])N1N=C(c2ccccc2)CC1(O)C(F)(F)F (centres undefined)	-3	7	0.3	-2	-7	-3	-1	4	2.1	0	58
O=C1CSC(c2cccc([N+](=O)[O-])c2)N1c1c(F)cccc1F (centres undefined)	-4	3	-0.6	6	22*	-2	3	1	0.7	-3	20
CC(C)CCn1nnnc1C(c1ccccc1)N1CCN(C)CC1 (centres undefined)	/	3	-0.6	4	-5	-16	-5	10	0.8	-2	15
CCN(CC)S(=O)(=O)c1ccc(Cl)c(C(=O)NCCN2CCOCC2)c1	-2	-1	-2.3	1	-4	-3	4	28	-2.5	-3	-6
COc1ccc(NC(=O)Cc2ccc(C)cc2)c([N+](=O)[O-])c1	8	3	-0.2	3	-4	-8	-3	3	-1.6	2	26
Cc1ccc(S(=O)(=O)N(CC(=O)N2CCCCCC2)c2ccccc2F)cc1	1	-2	0.1	21	-8	9	-6	-3	0.5	5	0
CCCCNS(=O)(=O)c1ccc2nc(-c3cccnc3)cc(C(=O)NC3CCCC3)c2c1	-5	-6	-1.3	13	5	-7	0	1	-0.7	-4	57
N#CC(C#N)=C1C=CC=CN1/C(=C\c1ccco1)C(=O)c1ccc(Cl)cc1	-18	1	-0.3	17	-20	7	-6	2	1.1	-7	185
CCOC(=O)c1c(-c2ccc(OC)cc2)cn2ccccc12	-1	13	1.0	28	-3	-10	5	-2	0.5	-1	-3
C=CCN(C(=O)C1=NN(C2CCS(=O)(=O)C2)C(=O)CC1)c1nc(-c2ccc([N+](=O)[O-])cc2)cs1 (centres undefined)	12	2	0.4	-10	3	3	-2	1	0.4	1	-9
Cc1cc(C)n2nc(C)c(-c3ccccc3)c2n1	7	-1	0.7	-5	-6	16	-11	-6	0.7	-1	-15
Cc1ccc(C(=O)NCC(=O)N/N=C/c2cccs2)cc1C	-6	1	0.6	0	-1	-13	1	-2	-1.9	-2	/
CC1CCN(CCCNC(=O)c2ccc3c(=O)n(CCc4ccccc4)c(=O)[nH]c3c2)CC1	-14	0	-1.2	/	1	-11	3	-2	-1.0	-4	7
O=c1c2ccccc2nnn1CSc1nnc(-c2cccs2)n1Cc1ccccc1	0	4	-0.5	/	3	4	-15	0	-0.6	1	-9
CCCC1COC(Cn2cncn2)(c2ccc(C)cc2)O1 (centres undefined)	/	5	0.2	99*	-9	-9	2	1	-0.1	0	281*
Cn1c(Cn2c(=O)sc3ccccc32)nnc1SCc1ccccc1F	5	-2	2.1	/	-5	15	-7	/	0.0	1	-3
O=C1OC2CCC1(c1ccccc1)C2 (centres undefined)	3	4	-1.3	28	-5	-4	1	4	0.3	4	191
COc1ccc(S(=O)(=O)n2c([N+](=O)[O-])cnc2C)cc1OC	5	-5	0.1	2	0	-6	-1	-4	1.5	-2	3
c1ccc(-c2nc(N3CCCCCC3)nc(-n3ccnc3)n2)cc1	0	6	-1.8	-23	-11	-14	-15	1	-3.4	0	/

(listing goes on)
SMILES	Rtt109 Vps75	RTF Ca sens act	LANA DNA inh	PfHsp90 yeast 2	RTF Ca sens inh	PvdQ inh	dFosB activator	NSD2 HMT inh	CDK5 inh	Keap1-Nrf2 PPI	SUMO Mot1 rescue
CC(C)(C)NC(=O)CSc1nnc(C2CC2)n1Cc1ccccc1	4	-5	-1.1	6	-10	3	-3	-4	2.5	-4	0
Cc1cc([N+](=O)[O-])cc(/C=N/n2c(C)nc3ccccc3c2=O)c1O	10	5	-0.5	-41	-10	-10	-1	15	0.5	-7	-7
CC(=O)c1c(C)n(-c2ccc(Cl)cc2)c2ccc(O)cc12	/	5	-0.2	-7	-11	-12	-2	-2	-0.5	1	76
COc1cc(NC(=O)C(=O)NCCN(C)C)c(OC)cc1Cl	-5	-1	-1.8	-10	-5	6	9	-1	0.3	1	0
CCn1cc(C(=O)NCc2ccc3c(c2)OCO3)c(=O)c2cc(F)c(N3CCN(C)CC3)cc21	/	0	0.7	16	-1	-5	0	/	1.4	-2	-20
O=C(CSCc1ccc(Cl)cc1)N1CCN(Cc2ccc3c(c2)OCO3)CC1	2	10	-0.7	0	-1	-17	-9	-1	2.0	-1	194
CCOC(=O)CCNC(C(=O)OCC)c1ccccc1 (centres undefined)	-4	-1	0.0	2	-3	-14	-9	0	-1.4	-1	-27
CCn1nnc(-c2ccccc2NC(=O)c2cccc(-n3cnnn3)c2)n1	/	4	-1.2	-24	1	-3	-2	-1	2.8	-1	80
O=C(Cc1ccccn1)c1ccc(O)cc1O	12	2	-0.2	7	-5	13	-3	0	1.0	-1	-10
COc1ccc(N(CC(=O)N2CCN(c3ccc(F)cc3)CC2)S(=O)(=O)c2c(C)noc2C)cc1	17	1	2.6	8	-3	-14	-16	3	0.4	-3	-17
CC(C)n1c(SC2C(=O)CC(C)(C)CC2=O)nc2c1c(=O)n(C)c(=O)n2C	/	3	-0.4	-9	-7	1	1	0	-1.3	-2	-38
O=C(CNC(=O)CNC(=O)c1ccc(Cl)cc1Cl)NCc1cccc(Cl)c1	-4	-3	-0.6	23	-16	-6	-4	-2	1.2	5	i
Cc1cc2ncn(CC(O)COC3CCCCC3)c2cc1C (centres undefined)	4	12	-0.3	24	-14	-19	-7	-2	-0.1	-1	/
O=[N+]([O-])/C=C/c1c(OCc2ccccc2)ccc2ccccc12	11	0	3.7	1	1	14	-15	/	3.7	-6	-4
COc1ccc(N(C(=O)c2csnn2)C(C(=O)NC2CCCC2)c2cccs2)cc1 (centres undefined)	0	-5	0.8	-6	-7	-14	-6	1	-0.1	-1	-7
CC(=O)N1CCN(Cc2nc3cc(NC(=O)COc4cccc(C)c4)ccc3n2C)CC1	-4	-1	-0.8	8	-2	4	1	4	-0.1	-1	10
Cc1ccc(S(=O)(=O)Nc2c(C)nc3nc(C)[nH]n3c2=O)cc1	-4	0	0.3	9	-3	13	-4	48	1.2	-5	2
C=CCNC(=O)CCNS(=O)(=O)c1ccc(Br)cc1	-1	-2	-2.0	-18	2	-5	-1	0	-0.4	0	-7
CC(C)(C)c1cc(CN2CCN(CCO)CC2)cc(C(C)(C)C)c1O	14	1	0.7	/	-3	-17	1	1	0.0	-5	-19
COc1ccccc1CN(Cc1cccnc1)S(=O)(=O)c1ccc(-n2cnnn2)c(OC)c1	3	1	0.2	-15	1	-14	-13	4	1.2	2	-15
CCOC(=O)CCn1c(CC(=O)OCC)nc2ccccc21	1	-4	-1.0	36	-4	-12	3	-2	-0.1	-1	-1
CC(C)CCN1CCNC(=O)C1CC(=O)N(C)CCCN1CCOCC1 (centres undefined)	10	0	-1.4	7	-5	-17	-5	0	-0.8	-2	-17
COc1ccccc1CNC(=O)C1CCN(S(=O)(=O)c2ccc3c(c2)CC(C)N3C(=O)C2CC2)CC1 (centres undefined)	22	-3	-0.5	17	-5	-3	1	0	0.8	-3	1
O=C1CC(N2CCN(S(=O)(=O)c3ccccc3F)CC2)C(=O)N1c1ccc(F)cc1F (centres undefined)	-4	-4	0.7	-22	-6	-2	-1	3	-1.8	-4	23
Cc1cc(C)c(C#N)c(SCCS(=O)(=O)Cc2ccccc2)n1	2	-1	-0.6	-16	-9	-13	1	-3	0.7	-1	314

Retrieved by structure from the entries so far, three records:
SMILES	Rtt109 Vps75	RTF Ca sens act	LANA DNA inh	PfHsp90 yeast 2	RTF Ca sens inh	PvdQ inh	dFosB activator	NSD2 HMT inh	CDK5 inh	Keap1-Nrf2 PPI	SUMO Mot1 rescue
O=C(CNC(=O)CNC(=O)c1ccc(Cl)cc1Cl)NCc1cccc(Cl)c1	-4	-3	-0.6	23	-16	-6	-4	-2	1.2	5	i
CC(C)(C)c1cc(CN2CCN(CCO)CC2)cc(C(C)(C)C)c1O	14	1	0.7	/	-3	-17	1	1	0.0	-5	-19
CC(=O)N1CCN(Cc2nc3cc(NC(=O)COc4cccc(C)c4)ccc3n2C)CC1	-4	-1	-0.8	8	-2	4	1	4	-0.1	-1	10

The list goes on:
SMILES	Rtt109 Vps75	RTF Ca sens act	LANA DNA inh	PfHsp90 yeast 2	RTF Ca sens inh	PvdQ inh	dFosB activator	NSD2 HMT inh	CDK5 inh	Keap1-Nrf2 PPI	SUMO Mot1 rescue
O=C(CCNC(=O)c1ccc(Cl)cc1)NCC(c1ccco1)N1CCCCC1 (centres undefined)	14	-7	1.0	/	-1	-1	-7	3	1.3	3	-19
O=C(CNC(=O)C12CC3CC(CC(C3)C1)C2)NC1=NCCS1	13	-9	1.9	16	-1	4	-1	-2	0.2	-1	-3
O=[N+]([O-])c1cc([N+](=O)[O-])c(Oc2c(F)cccc2F)cc1NN1CCCCC1	0	2	-2.3	23	-6	-14	-13	/	1.1	2	-1
COc1ccc(C(=O)Nc2nnc(SCC(=O)NCc3ccco3)s2)cc1OC	10	-3	-0.8	-1	-12	15	26*	4	2.0	3	-1
Cc1cc(C)c2cc(C=O)c(Cl)nc2c1	2	-3	1.5	-7	-19	-16	-9	/	0.3	-9	8
OC1c2cc(Br)ccc2N=C2CCCN21 (centres undefined)	-12	2	-0.1	-7	-3	-6	-14	6	-2.5	0	-11
CC(C)(C)N=C1C([N+](=O)[O-])=CC=C2C1=NC1(CCCCC1)N2O	30	1	2.5	-2	2	16	-10	23	0.4	-1	-19
C=CCN1C(=O)c2ccc(C(=O)OCC(=O)N3CCN(c4ccccc4)CC3)cc2C1=O	14	4	0.2	5	21*	-7	-8	13	0.0	6	44
O=C(/C=C/c1ccc(F)cc1)NCc1cccs1	9	-1	-0.1	20	-3	-9	5	-2	-1.3	5	56
Cn1cc([N+](=O)[O-])c(C(=O)N/N=C/c2ccc([N+](=O)[O-])cc2)n1	0	-1	-2.8	7	0	-1	1	-1	0.8	-1	-11
O=C(CCN1C(=O)[C@@H]2Cc3ccccc3CN2C1=O)N[C@H](C(=O)O)c1ccccc1	-6	-7	0.6	-13	1	-8	-5	-4	3.1	4	-18
NS(=O)(=O)c1ccc(N=Cc2c(O)c3ccccc3oc2=O)cc1	0	/	0.5	-15	/	-12	5	-1	0.2	-7	4
COc1ccc(OC)c(CN2CCN(Cc3cccc4ccccc34)CC2)c1	5	5	-0.4	-12	-12	-4	-8	10	-2.8	-2	5
